GalR3 antag = blocks the human galanin receptor 3; HEK293 GalR3-CNG cAMP membrane potential fluorescence; galR3 body fused to GalR1 C-terminus; hit rate 0.44% among 360,000; O60755; inhibition, % at 3 µM;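 active = inhibition above the screen-wide average plus 3 SD, cut at about 13% in these data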;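 also: forskolin and galanin both at EC90 stimulate the cells; cAMP rise reported by CNG channel membrane potential dye signal; 0% = forskolin plus galanin with DMSO and 100% = forskolin alone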
Target sequence (O60755 1-299 limits assumed): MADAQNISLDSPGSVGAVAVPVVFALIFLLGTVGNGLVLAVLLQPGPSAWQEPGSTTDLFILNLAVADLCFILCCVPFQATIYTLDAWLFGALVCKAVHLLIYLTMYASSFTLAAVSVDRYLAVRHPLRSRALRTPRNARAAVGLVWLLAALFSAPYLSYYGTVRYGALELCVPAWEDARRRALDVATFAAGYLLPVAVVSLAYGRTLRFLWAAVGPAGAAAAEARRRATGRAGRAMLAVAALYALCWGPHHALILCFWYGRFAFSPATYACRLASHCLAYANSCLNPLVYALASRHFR
GPR7 antag = antagonists of human GPR7 (neuropeptides B/W receptor 1). inhibition, % at 4.4 µM. hit rate 1.1% among 290,000. GPR7-expressing cells, fluorescence antagonist assay; in the data active = inhibition above about 16%, passing the limit was not always enough;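 also: cells stimulated with the agonist NPW; 0% = agonist with vehicle and 100% = vehicle without agonist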
Target sequence (P48145 whole entry, looked up): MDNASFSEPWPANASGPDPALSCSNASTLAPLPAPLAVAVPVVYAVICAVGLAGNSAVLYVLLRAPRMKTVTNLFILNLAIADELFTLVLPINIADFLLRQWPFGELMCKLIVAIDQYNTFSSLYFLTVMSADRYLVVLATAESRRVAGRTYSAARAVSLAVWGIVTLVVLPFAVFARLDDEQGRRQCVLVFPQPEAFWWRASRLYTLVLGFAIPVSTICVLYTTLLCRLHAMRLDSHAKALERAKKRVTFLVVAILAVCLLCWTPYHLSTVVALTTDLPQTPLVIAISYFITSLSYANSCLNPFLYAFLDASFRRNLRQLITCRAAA
PHOSPHO1 block = inhibitors of human PHOSPHO1 phosphatase; recombinant PHOSPHO1, absorbance phosphatase assay; hit rate 1.1% among 290,000; Q8TCT1; inhibition, % at 13.3 µM; in the data active = inhibition above about 60%
OXTR ag = activates the human oxytocin receptor; CHO-OTR cells, Fluo-8 calcium fluorescence; normalized: DMSO 0%, oxytocin 100%; activation, % at 3 µM; hit rate 0.32% among 320,000; AID 2435;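 active = activation above the mean of all tested compounds plus 3 SD, cutoff set per screening run, cut at about 20% in these data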;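 also: peak over basal fluorescence ratio from a 100 s FLIPR kinetic read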
Target sequence (P30559 whole entry, looked up): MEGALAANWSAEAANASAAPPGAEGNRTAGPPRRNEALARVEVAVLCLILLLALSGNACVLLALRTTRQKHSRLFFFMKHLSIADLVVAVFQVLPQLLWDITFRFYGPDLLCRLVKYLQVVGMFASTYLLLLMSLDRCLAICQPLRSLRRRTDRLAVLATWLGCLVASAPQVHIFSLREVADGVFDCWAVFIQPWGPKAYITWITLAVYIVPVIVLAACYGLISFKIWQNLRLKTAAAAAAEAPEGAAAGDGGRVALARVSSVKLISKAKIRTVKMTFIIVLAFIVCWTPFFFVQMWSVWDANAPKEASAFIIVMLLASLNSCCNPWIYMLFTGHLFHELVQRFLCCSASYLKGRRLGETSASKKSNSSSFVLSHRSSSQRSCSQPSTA
MEKK3 PB1 HTS = MEKK3-MEK5 PB1 interaction, increase or decrease; Q99759; bead-based flow cytometry, Alexa488-MEK5 binding to MEKK3; actives lie on both sides; 0 = blocked by unlabeled MEK5, 100 = vehicle; binding response (% of control), % at 10 µM; hit rate 1.4% among 290,000;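 active = binding response more than 3 SD above or below the average of its plate-row segment, actives on both sides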;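 also: Alexa488 bead fluorescence after subtracting the streptavidin-only scavenger bead signal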
NALP1 inh = inhibitors of NALP1 inflammasome in yeast; S. cerevisiae NALP1/ASC/caspase-1 growth, X-gal OD620, 72 h; inhibition, % at 10 µM; hit rate 0.61% among 280,000; AID 2071; in the data active = inhibition mostly above about 24%, no sharp cut-off; inactive = mostly below about 32%; also: some compounds called inactive have numbers as strong as hits
MEKK2 WT-MEK5 = raises or lowers MEK5 binding to wildtype human MEKK2 PB1 domain. hit rate 1.1% among 290,000. AID 1531. bead flow cytometry, Alexa488-MEK5 binding to MEKK2 WT; actives lie on both sides. binding response (% of control), % at 10 µM; in the data active = binding response below about 67% or above about 130%
V1aR counter = V1a receptor agonism, counter-screen for OXTR agonists. P37288. CHO-V1R cells, Fluo-8 calcium fluorescence, agonist mode; 0% DMSO, 100% 3 nM vasopressin. hit rate 0.25% among 320,000. activation, % at 3 µM;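 active = activation above the mean activation of all tested compounds plus 3 SD, per screening run, cut at about 20% in these data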;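 also: signal is peak over basal fluorescence ratio across a 100 second FLIPR read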
MEKK2 mut-MEK5 = signal of MEK5 binding to mutant human MEKK2 PB1 domain | bead flow cytometry, Alexa488-MEK5 binding to MEKK2 mutant | percent response, % at 10 µM | hit rate 0.35% among 290,000 | AID 1530; in the data active = percent response above about 24%, passing the limit was not always enough; also: inactives centre near 1; some results filed as inactive read as strong as hits; reference of the scale not given here
The depositor's hits bear a star; · = no result given; [ ] = dose if it differs, or a comment.

SMILES	GalR3 antag	GPR7 antag	PHOSPHO1 block	OXTR ag	MEKK3 PB1 HTS	NALP1 inh	MEKK2 WT-MEK5	V1aR counter	MEKK2 mut-MEK5
COc1cccc(-c2c(C(=O)N/N=C/C3CC=CCC3)nnn2-c2nonc2N)c1 (configuration not stated)	-7	-8	36	0.5	86	28	84	-0.2	-15
O=c1c2c(-c3ccccc3)csc2nc2n1CCC2	-4	8	-3	-1.4	102	8	102	-1.3	8
CC(C)Cn1c(N)c(-c2nc(C(C)C)c(C(=O)c3ccccc3F)s2)c(=O)n(C)c1=O	·	-5	38	0.0	99	-2	97	0.7	-1
O=C(NCCOc1ccccc1)c1ccccc1[N+](=O)[O-]	0	2	38	0.3	100	18	99	0.8	-1
CCOC(=O)n1c(=O)n(Cc2c(Cl)cccc2Cl)c2ccccc21	-3	0	16	-2.2	97	8	98	-1.4	-7
O=C(C1CCCN(S(=O)(=O)c2cccs2)C1)N1CCC(N2CCCCC2)CC1 (configuration not stated)	-3	-6	-14	0.4	112	25	121	1.1	5
Cc1nc2c(sc(=S)n2Cc2ccco2)c(=O)n1CC(=O)Nc1ccc(F)cc1	6	-4	24	-0.6	100	2	98	0.5	1
CCNC(=O)c1c(NC(C)=O)sc2c1CCCC2	-1	4	22	0.1	102	15	100	0.7	1
CCOc1ccc(CN(C)c2nc(-c3cccnc3)nc3ccccc23)cc1OC	-6	-5	27	-1.1	99	-2	102	-0.7	-3
CCN(c1ccc(NC(=O)COC(=O)/C=C/c2cccs2)cc1)C(C)C	9	-3	37	-2.3	123	-32	109	-0.5	-1
CCOc1ccc(-n2c(=O)c3sccc3n(Cc3ccc(C)cc3)c2=O)cc1	-6	-5	-13	-0.4	102	2	96	-1.1	-1
O=C1NNC(c2ccccc2)=N/C1=C\c1ccc(Cl)cc1	5	0	27	-0.4	86	28	83	-0.2	-6
O=S(=O)(NCC1CCCN(Cc2ccccc2O)C1)c1cccc2cccnc12 (configuration not stated)	-2	-12	23	-0.2	101	15	101	0.7	5
COc1cc(CNc2ccc(N3CCN(C(C)=O)CC3)cc2)ccc1OCc1ccccc1	-1	-7	24	3.2	95	16	87	0.4	-9
Cc1cc(S(=O)(=O)N2CCc3ccccc3C2)ccc1F	6	-20	29	0.3	110	1	110	-0.2	4
O=C(NCCc1ccc(Cl)cc1)c1cc(S(=O)(=O)N2CCCCC2)c[nH]1	·	-2	0	6.1	101	14	105	8.1	0
O=C1NC(=Nc2cccnc2)S/C1=C\c1cccc(F)c1	-2	-11	10	4.6	96	7	99	4.1	3
Cc1oc2c(C)c3oc(=O)c(CC(=O)N[C@@H](CC(C)C)C(=O)N[C@@H](Cc4ccccc4)C(=O)O)c(C)c3cc2c1C	0	-10	19	0.8	101	-16	95	-0.2	-1
Cc1ccc(CNC(=O)c2cncc(Br)c2)cc1	-2	-9	34	-1.0	97	10	94	-0.8	-8
O=C(CN(Cc1ccccc1)C(=O)CNS(=O)(=O)c1ccc(Cl)cc1)NCC1CCCO1 (configuration not stated)	-5	-4	32	1.0	100	9	101	1.2	1
Cc1ccc(OCCn2cncn2)c([N+](=O)[O-])c1	-10	-1	44	0.5	106	7	110	0.9	13
COCC(C)NCC(=O)NC(C)CCc1ccccc1 (configuration not stated)	-2	-8	-12	0.8	98	·	98	0.5	-1
CC1(C)CC2(CC(c3ccccc3)Oc3cc(O)ccc32)NC(=O)N1 (configuration not stated)	-2	4	-11	0.7	97	-10	86	-0.1	-9
Fc1ccc(NC(=S)NCc2cccnc2)cc1	-3	-8	-1	-1.1	47*[inhibitor]	6	56	-0.7	-14
Cc1cc(C(=O)CN2C(=O)NC(C)(c3cccc(Br)c3)C2=O)c(C)n1Cc1ccco1 (configuration not stated)	4	-6	-10	4.4	102	-11	95	2.8	-2
O=C(CC(=O)N/N=C/c1ccccc1O)NCc1cccnc1	-1	-5	-22	0.6	100	-2	99	-0.2	0
CCOc1ccc(CNc2ncnc(N)n2)cc1	-2	-4	-15	-0.7	100	5	105	0.5	2
NC(=O)c1ccsc1NC(=O)CCS(=O)(=O)c1ccccc1	-6	-4	38	0.3	100	7	98	1.9	0
CC(C(=O)NCc1ccco1)n1cc([N+](=O)[O-])cn1 (configuration not stated)	-3	5	40	-0.6	94	-5	90	1.0	-8
Cc1ccc(C)c(N(C)S(=O)(=O)c2ccc3c(c2)oc(=O)n3C)c1	-9	-7	-31	-0.6	106	7	107	3.0	4
N=C(N)n1c(N)nc2ccccc2c1=O	-9	-7	-7	2.1	101	19	100	0.6	2
Cc1ccc(Cn2c(=N)c(C(=O)NCCN3CCOCC3)cc3c(=O)n4ccccc4nc32)cc1	1	-4	12	-0.1	100	8	105	-0.1	1
COc1ccccc1OCC(=O)Nc1ccc(S(=O)(=O)Nc2onc(C)c2C)cc1	-4	-6	27	0.7	103	9	98	-0.7	2
COc1ccc(NC(=O)CSc2nc3ccsc3c(=O)n2CCC(=O)O)c(OC)c1	-9	-5	2	0.2	98	14	100	0.4	0
COc1ccccc1N=C(C)C1=C(O)CSC1=O	1	12	5	1.6	101	-1	99	1.5	1
CCOC(=O)c1[nH]c(C)c(/C(O)=C2\C(=O)C(=O)N(CCN(C)C)C2c2ccc(C)o2)c1C (configuration not stated)	-8	2	4	1.3	93	7	93	0.8	2
Oc1ccc(C=Nc2ccc(N3CCOCC3)cc2)c(O)c1	2	-5	-21	2.3	·	10	·	1.1	·
Cc1cc(NC(=O)C(C)C)ncc1NC(=O)c1cccc(F)c1	-2	-9	19	-0.1	101	20	106	0.1	3
COc1ccc(Oc2ccc(/C=C/C(=O)c3ccc(O)cc3)cc2[N+](=O)[O-])cc1	-2	26*	-5	0.8	98	33	96	3.1	-1
COc1cccc(CNc2nccs2)c1O	4	-5	8	1.4	107	19	108	-0.1	5

As a working copy, some entries already given.
SMILES	GalR3 antag	GPR7 antag	PHOSPHO1 block	OXTR ag	MEKK3 PB1 HTS	NALP1 inh	MEKK2 WT-MEK5	V1aR counter	MEKK2 mut-MEK5
Cc1cc(C(=O)CN2C(=O)NC(C)(c3cccc(Br)c3)C2=O)c(C)n1Cc1ccco1 (configuration not stated)	4	-6	-10	4.4	102	-11	95	2.8	-2
O=C(CC(=O)N/N=C/c1ccccc1O)NCc1cccnc1	-1	-5	-22	0.6	100	-2	99	-0.2	0
CCOc1ccc(CNc2ncnc(N)n2)cc1	-2	-4	-15	-0.7	100	5	105	0.5	2
NC(=O)c1ccsc1NC(=O)CCS(=O)(=O)c1ccccc1	-6	-4	38	0.3	100	7	98	1.9	0
CC(C(=O)NCc1ccco1)n1cc([N+](=O)[O-])cn1 (configuration not stated)	-3	5	40	-0.6	94	-5	90	1.0	-8

New compounds follow.
SMILES	GalR3 antag	GPR7 antag	PHOSPHO1 block	OXTR ag	MEKK3 PB1 HTS	NALP1 inh	MEKK2 WT-MEK5	V1aR counter	MEKK2 mut-MEK5
O=C(CN1CCOCC1)Nc1scc(-c2ccccc2)c1C(=O)N1CCOCC1	-2	-11	25	-1.3	95	25	99	-0.2	-1
O=C(CN1CCC(NC(=O)C2CC2)CC1)Nc1ccccc1[N+](=O)[O-]	-9	-18	10	1.6	100	0	96	2.4	6
CCOc1cc(C(=O)N/N=C\c2cn(CC)nc2C)cc(OCC)c1OCC	-9	5	0	-1.1	99	4	100	-0.3	0
Cc1ccc(Nc2c(-c3ccccn3)nc3cccc(C)n23)cc1	1	-5	-3	-2.8	100	-1	88	-1.1	-8
CC(=O)Nc1ccc(S(=O)(=O)N2CCN(CCCOc3cc(C)ccc3C)CC2)cc1	-5	0	-40	15	112	7	118	10	7
CC(=O)Oc1ccc(C(=O)O)c(OC(C)=O)c1	-7	2	32	0.5	96	6	96	0.0	-3
COc1ccc(C(=O)N2CCc3cc4c(cc3C2C)OCCCO4)cc1 (configuration not stated)	-7	5	8	-1.6	98	23	97	0.5	1
CC1=C(C(=O)OC(C)C)C(c2cccc([N+](=O)[O-])c2)n2c(cc(=O)[nH]c2=S)N1 (configuration not stated)	-6	-14	-5	0.9	109	-22	106	1.3	8
O=C(Nc1ccc(Nc2ccncc2)cc1)c1ccc(Nc2ccnc3ccc([N+](=O)[O-])cc23)cc1[N+](=O)[O-]	12	-5	34	0.4	13*[inhibitor]	9	28*[inhibitor]	-0.9	-49
O=c1c2[nH]c3ccccc3c2ncn1CCC1=CCCCC1	-3	-6	1	-0.6	90	-12	101	-0.5	5
COCCCNC(=O)c1cn(Cc2c(F)cccc2Cl)nn1	-5	4	5	0.3	103	-2	107	0.2	4
COCCCC1CCN(Cc2nc(Cc3ccccc3Cl)no2)CC1	-1	0	27	-0.6	103	2	107	0.0	15
FC(F)(F)c1ccc(/C=N/N2CCN(Cc3ccccc3)CC2)cc1	-10	-5	-2	-2.2	104	26	112	-1.1	2
O=C(O)C1SCCN1S(=O)(=O)c1ccc(N=NN2CCOCC2)cc1 (configuration not stated)	-5	-1	-5	-0.4	104	-1	91	0.9	-8
COc1ccc(OCCCC(=O)Nc2ncn[nH]2)cc1	-8	-1	-1	0.1	102	-13	102	-0.9	2
Cc1c(CC(=O)N2CCC(C(N)=O)CC2)c(=O)oc2cc3c(cc12)CCC1(CCCCC1)O3	-7	-3	13	1.7	98	7	101	0.8	4
CCOc1ccc(NC(=O)CCC(=O)NNC(=O)c2ccc(Br)o2)cc1	-8	-12	27	0.3	102	16	102	0.5	-4
O=c1[nH][nH]c(C(F)(F)F)c1C=NCc1ccc(Cl)cc1	-4	-12	-2	0.1	102	1	104	1.3	3
COc1ccc(F)cc1CN1CCN(C(=O)CCC(=O)Nc2nnc(C3CCCCC3)s2)CC1	-1	-12	36	2.1	100	9	103	0.8	3
Cc1cccc(NC(=O)C(Cc2ccccc2)c2nn[nH]n2)c1C (configuration not stated)	-4	1	3	0.8	102	-60	102	1.0	7
CC1CCN(C(=O)c2[nH]cnc2C(=O)NCC(=O)OCc2ccccc2)CC1	-2	-6	-75	2.4	100	5	94	0.6	-7
O=C(Nc1nc2ccc([N+](=O)[O-])cc2s1)c1c(F)cccc1F	-2	-3	43	7.3	99	-5	99	7.5	2
COc1cccc(CN2CC(C(=O)N(C)Cc3nc(C)cs3)CCC2=O)c1 (configuration not stated)	-4	0	17	·	102	0	98	·	0
Cc1cc(C)cc(NC(=O)Nc2ccc3ccccc3n2)c1	-2	-12	37	0.4	86	·	87	-0.1	-24
Cc1coc2cc3oc(=O)c(CCC(=O)NCCCn4ccnc4)c(C)c3cc12	-8	-3	29	-0.3	100	-7	101	0.7	2
CCCCCCCOC1(c2ccccc2)OC(=O)c2ccccc21 (configuration not stated)	-4	-19	-3	0.0	99	3	106	0.5	3
CS(=O)(=O)N(CC(=O)N1CCCC1)Cc1ccc(Cl)c(Cl)c1	-9	-6	30	-0.6	111	6	117	0.3	11
O=C(Nc1ccc(Cl)c(S(=O)(=O)N2CCOCC2)c1)c1ccc(OCC2CCCO2)cc1 (configuration not stated)	·	41*	-2	11	91	25	96	13	-1
N=c1oc2ccc3ccccc3c2cc1C(N)=S	5	-10	21	-1.8	86	14	78	-0.9	-10
Cc1cc(OCC(=O)Nc2ccc(F)c(F)c2)nc(C(C)C)n1	-7	0	-6	7.7	106	3	107	4.1	6
C=CC1=C2C=C(C3CC3)N(CCCN(CC)CC)C=C2C(=O)C(C)(OC(=O)c2ccco2)C1=O (configuration not stated)	1	·	·	1.5	98	·	108	1.2	4
O=C(c1cc([N+](=O)[O-])ccc1N1CCCC1)N1CCCC1	-5	-6	48	-0.1	99	4	106	1.2	5
Cc1cc(C)c(NC(=O)c2ccc3c(c2)C(=O)N(Cc2cccnc2)C3=O)c(C)c1	-5	-1	23	1.1	102	6	107	4.2	6

From PubChem BioAssay
